ERp5 inh – blocks human ERp5 reductase activity on insulin; Q15084; AID 651711; ERp5 insulin aggregation, absorbance 650 nm, 90 min; 0.05% of 350,000 active; inhibition, % at 9.99 µM;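 active means mean replicate inhibition above about 25%, with every replicate also reaching it, limit read from the data, passing the limit was not always enough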
Target sequence (Q15084 whole entry, looked up): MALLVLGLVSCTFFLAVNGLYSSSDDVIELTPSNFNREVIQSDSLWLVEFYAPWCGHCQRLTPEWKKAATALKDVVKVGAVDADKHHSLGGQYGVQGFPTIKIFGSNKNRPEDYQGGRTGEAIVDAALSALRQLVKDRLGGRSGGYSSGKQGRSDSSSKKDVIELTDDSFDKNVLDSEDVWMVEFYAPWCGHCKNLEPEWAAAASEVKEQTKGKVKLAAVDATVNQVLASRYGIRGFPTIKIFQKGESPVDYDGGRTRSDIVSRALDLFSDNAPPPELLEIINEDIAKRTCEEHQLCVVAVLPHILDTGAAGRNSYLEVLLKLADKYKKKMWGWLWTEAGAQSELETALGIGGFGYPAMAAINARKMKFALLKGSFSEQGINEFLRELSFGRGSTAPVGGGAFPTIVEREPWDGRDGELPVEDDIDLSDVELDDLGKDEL
esBAF inh – inhibitors of esBAF chromatin remodeling in mouse ES cells; Bmi1-luciferase knock-in reporter, 24 h; 100% = twice the neutral-well signal; reporter increase, % at 12.5 µM; 2% of 350,000 active; AID 602393; in the data active means activation above about 40%;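 further: 0% = median of the plate's neutral control wells and 100% = double that signal; a rise in the Bmi1 reporter signal indicates esBAF inhibition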
E-sel inducer – induces E-selectin expression in human endothelial cells; HUVEC E-selectin immunofluorescence imaging; normalized: neutral wells 0, TNF-alpha wells 100; activation, % at 7.58 µM; 0.37% of 260,000 active; AID 686992;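 active means mean E-selectin-positive cell signal at least 10% of the positive control, reached in at least 60% of replicates, without over 20% cell loss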;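 further: in these data hits start at about 27%; measured in HUVEC primary endothelial cells; signal is the percent of cells scored E-selectin positive by PE staining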
Target sequence (P16581 whole entry, looked up): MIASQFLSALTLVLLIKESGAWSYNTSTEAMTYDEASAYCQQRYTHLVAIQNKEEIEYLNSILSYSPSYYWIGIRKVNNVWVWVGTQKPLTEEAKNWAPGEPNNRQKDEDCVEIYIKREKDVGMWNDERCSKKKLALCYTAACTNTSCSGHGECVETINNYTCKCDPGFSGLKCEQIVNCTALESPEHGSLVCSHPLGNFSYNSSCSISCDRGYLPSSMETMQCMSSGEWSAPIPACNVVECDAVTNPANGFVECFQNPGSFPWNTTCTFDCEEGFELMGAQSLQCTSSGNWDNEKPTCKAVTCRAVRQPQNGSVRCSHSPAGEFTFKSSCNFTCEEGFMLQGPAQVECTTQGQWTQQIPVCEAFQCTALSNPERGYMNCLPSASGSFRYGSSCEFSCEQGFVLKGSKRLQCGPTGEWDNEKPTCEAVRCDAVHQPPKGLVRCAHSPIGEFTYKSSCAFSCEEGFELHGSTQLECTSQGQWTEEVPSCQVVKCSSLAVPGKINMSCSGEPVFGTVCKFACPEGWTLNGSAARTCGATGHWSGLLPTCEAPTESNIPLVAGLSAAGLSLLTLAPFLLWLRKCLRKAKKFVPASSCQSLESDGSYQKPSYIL
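Assay system: HUVEC primary endothelial cells. Input: 3,000 HUVEC seeded per well. Doses: one compound dose added by pin transfer. Read-out basis: % PE-positive cells. Benchmarks: TNF-alpha high, DMSO low. Detection: immunofluorescence imaging. Buffer or medium: EGM-2, gelatin.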
* = called active by the depositor. An excerpt; count on the stated rates, not on these rows.

For COC(=O)C1=C(C(=O)OC)C2(OC1c1ccccc1C)C(=O)c1ccccc1C2=O (centres undefined) the results were esBAF inh 17.
`Cc1cc2c(cc1C)[n+](C)cn2CC(O)COCc1ccccc1` (centres undefined) gave esBAF inh 4.
Screening Cc1ccc(C(=O)Nc2ncnc3sc4c(c23)CCCCC4)cc1 returned esBAF inh -1.
CC(C)c1ccc(NC(=O)NC2CCN(CC(=O)Nc3cccc4ccccc34)CC2)cc1 was read as esBAF inh -12.
For CCOC(=O)c1ccc(CC(=O)c2ccc(O)cc2O)o1 the results were esBAF inh 49*.
Screening N#Cc1c(N2CCCCC2)nc(N2CCCCC2)c2c1CCN(Cc1ccccc1)C2 returned esBAF inh 2.
`CN1/C(=C/C=N/n2cnnc2)C(C)(C)c2ccccc21` gave esBAF inh -1.
`COc1cc(NC(=O)c2ccc(Cl)cc2)c(OC)cc1NC(=O)CN1CCOCC1` gave esBAF inh 0.
COc1ccc(OC)c(C(C)NC(=O)c2ccco2)c1 (centres undefined) was read as esBAF inh -4.
Screening O=C(O)CN=C(NS(=O)(=O)c1ccccc1)c1ccccc1 returned esBAF inh -5.
Screening CCCN1C2CCCC1CC(NC(=O)c1cc(OC)c(OC)c(OC)c1)C2 (centres undefined) returned esBAF inh 0.
COc1ccc(NC(=O)C2CCN(C(=O)NC3CCCCC3)CC2)c(OC)c1 was read as esBAF inh -1.
For Cc1[nH]nc(SCC(=O)N2CCC(C)CC2)c1[N+](=O)[O-] the results were esBAF inh 16.
Screening CCc1sc(C(=O)NC)cc1Br returned esBAF inh -5.
Screening CCc1nnc(NS(=O)(=O)c2ccc(NC(=S)NC(=O)/C=C/c3ccc(C(C)C)cc3)cc2)s1 returned esBAF inh 4.
O=C1Nc2cc(Cl)c(Cl)cc2N(O)N1c1cccc(Cl)c1 was read as esBAF inh -3.
O=C(NCCCCC(NC(=O)c1ccc([N+](=O)[O-])cc1)C(=O)O)c1ccc([N+](=O)[O-])cc1 (centres undefined) was read as esBAF inh -6.
For CCOC(=O)C1=C(C(C)=O)C(c2cccnc2)C(C#N)=C(N)O1 (centres undefined) the results were esBAF inh 3.
Screening Cc1cccc(C2NC(=O)c3c(sc(C)c3C)N2)c1O (centres undefined) returned esBAF inh 16.
CCOc1ccccc1NC(=O)c1cc(Cl)ccc1NC(=O)c1ccco1 was read as esBAF inh -8.
Screening COCCSc1nnc(NC(=O)C2CCCO2)s1 (centres undefined) returned esBAF inh 22.
Screening OC(CNCc1ccco1)COc1ccccc1 (centres undefined) returned esBAF inh 0.
Screening COC(=O)NC1CCS(=O)(=O)C1 (centres undefined) returned esBAF inh -3.
`Cc1cc(Cl)ccc1NC(=O)Nc1c(C)n(-c2ccccc2)c(=O)n1C` gave esBAF inh 0.
Screening CCc1ccc(CCC(=O)Nc2nnc(C)s2)o1 returned esBAF inh -6.
For Cc1cc(Cl)ccc1OCC(=O)NCCCN1CCOCC1 the results were esBAF inh 8.
`CNC(=O)COC(=O)c1[nH]c(C)c(C(C)=O)c1C` gave esBAF inh -6.
Screening Cc1cc2c(c(=O)n1CCN(C)C)C(c1ccccc1Br)C(C#N)=C(N)O2 (centres undefined) returned esBAF inh 4.
`Cc1ccc(S(=O)(=O)N2CCCN(S(=O)(=O)c3ccc4c(c3)OCCO4)CC2)cc1` gave esBAF inh -12.
`COc1ccc(Nc2ncnc3c2cnn3Cc2ccccc2)cc1OC` gave esBAF inh 6.
Screening CCOC(=O)C(CC)Sc1nc2c(c(=O)[nH]c(=O)n2C)n1CCc1ccccc1 (centres undefined) returned esBAF inh -9.
`CCSc1nnc(-c2cccs2)o1` gave esBAF inh 44*.
For Cc1cc(-c2ccccc2)nc(N/N=C/c2ccco2)n1 the results were esBAF inh 26.
`O=C(CN(Cc1cccs1)C(=O)c1csnn1)NC1CCCC1` gave esBAF inh -5.
For C=CCn1c(SCC(=O)N(C)C2CCS(=O)(=O)C2)nnc1-c1ccncc1 (centres undefined) the results were esBAF inh 3.
For COc1ccc(CCNC(=O)C2CCC(CNc3c(N4CCCC4)c(=O)c3=O)CC2)cc1OC (centres undefined) the results were esBAF inh -1.
NC(=O)CSc1nnc2sc3ccccc3n12 was read as esBAF inh -1.
For CCCn1nc2ccccc2c1P(=N)(N1CCOCC1)N1CCOCC1 the results were esBAF inh 1.
NC(=O)C1CCCN(CCc2ccccc2)C1 (centres undefined) was read as esBAF inh -9.
Screening CCc1ccc(NC(=O)c2cc(-c3ccco3)on2)cc1 returned esBAF inh 66*.
Screening Nc1c(NC2CCCCC2)c2ccccc2oc1=O returned esBAF inh 6.
For O=C(NC[C@@H]1CC[C@H]2[C@H](CN2Cc2cc(-c3ccccc3)on2)O1)c1ccc2c(c1)OCO2 the results were ERp5 inh 1.
Cc1cccc(NC(=O)c2ccc(-n3ccnc3)nc2)c1 was read as E-sel inducer -0.4.
`COc1cccc(-n2nc3c(-n4ncc(C#N)c4N)nnc(C)c3c2C)c1` gave E-sel inducer -2.2.
CCOC(=O)CNC(=O)Nc1nnc(-c2ccc(OCC)cc2)o1 was read as E-sel inducer -0.3.
CCOC(=O)N1CCC(Nc2c(NCCCN3CCN(CC)CC3)c(=O)c2=O)CC1 was read as E-sel inducer 0.8.
Screening Cc1[nH]nc(N2CCCCCC2)c1[N+](=O)[O-] returned E-sel inducer 0.2.
`Cn1nc(-c2ccc(OCC(N)=O)cc2)c2ccccc2c1=O` gave E-sel inducer 0.2.
O=C(CNC(=O)c1ccco1)NCC(=O)OCc1ccc(C(=O)Oc2ccc(Cl)cc2)cc1 was read as E-sel inducer -2.6.
CCCS(=O)(=O)N1CCN(C(=O)COc2ccc(OC)cc2)CC1 was read as E-sel inducer -0.4.
Screening CCc1nc2ccccc2n1CC(=O)N1CCN(S(=O)(=O)c2cccc(C(F)(F)F)c2)CC1 returned E-sel inducer -2.3.
Screening CCOc1cc2[nH]c(=O)n(CC3CCC(C(=O)NCCCOC)CC3)c(=O)c2cc1OCC (centres undefined) returned E-sel inducer 0.0.
CCOC(=O)c1cc(-c2ccccc2)sc1NC(=O)CN1C(=O)NC(CC)(c2ccc(F)cc2)C1=O (centres undefined) was read as E-sel inducer 2.9.
`CN(C)c1nc(Nc2ccccc2)nc(Oc2ccc(=O)[nH]n2)n1` gave E-sel inducer 0.5.
Screening CC(C)(C)c1ccccc1OCCOCCSc1ncccn1 returned E-sel inducer -0.3.
`COc1ccc(C(C#N)Nc2ccccc2C)cc1` (centres undefined) gave E-sel inducer -0.3.
CCOC(=O)c1cnc(Nc2ccc(OCC)cc2)nc1C was read as E-sel inducer 4.2.
`COc1cc2c(cc1OC)C(C(=O)N1CCCC1)C(c1ccccc1F)N(C)C2=O` (centres undefined) gave E-sel inducer -0.2.
For CC(C)(C)NC(=O)CSc1nnnn1C(C)(C)C the results were E-sel inducer -2.5.
Screening CC(=O)Nc1ccc(S(=O)(=O)Oc2cccc(N3C(=O)C4CC=CCC4C3=O)c2)cc1 (centres undefined) returned E-sel inducer 0.2.

No new results follow: entries from further up.
For CC(C)(C)NC(=O)CSc1nnnn1C(C)(C)C the results were E-sel inducer -2.5.
Screening CC(=O)Nc1ccc(S(=O)(=O)Oc2cccc(N3C(=O)C4CC=CCC4C3=O)c2)cc1 (centres undefined) returned E-sel inducer 0.2.

Other structures:
For CCc1nc(N)c(C#N)c(-c2ccc(O)c(OC)c2)c1C the results were E-sel inducer 0.2.
For CCn1c(N2CCN(CC(=O)Nc3cccc(C)c3C)CC2)nc2ccccc21 the results were E-sel inducer 1.3.
For CC(C)CC(NS(=O)(=O)c1ccccc1)C(=O)O (centres undefined) the results were E-sel inducer 1.1.
For COc1ccc(C(=O)COc2cccc(NC(=O)c3ccco3)c2)cc1 the results were E-sel inducer 1.1.
`CCN(CC)CC(=O)Nc1c(Br)ccc2c1OCO2` gave E-sel inducer -1.0.
Cc1cnc(C(=O)Nc2nnc(C)s2)cn1 was read as E-sel inducer 9.9.
`CSc1ccc(Cc2ccc(Cl)cc2Cl)nn1` gave E-sel inducer 0.2.
Screening COCc1[nH]nc2c1C(c1ccsc1)C(C#N)=C(N)O2 (centres undefined) returned E-sel inducer 0.1.
`C=CCC(C)(NCc1ccccc1)c1ccco1` (centres undefined) gave E-sel inducer 0.2.
For COc1cccc(C(=O)Nc2cccc(C(=O)N3CCOCC3)c2)c1 the results were E-sel inducer 0.3.
Cc1cc(C(=O)OCn2nnc3ccccc3c2=O)c(C)o1 was read as E-sel inducer -0.9.
`Cc1cc(N2C(=O)C3C4C=CC(C4)C3C2=O)ccc1Br` (centres undefined) gave E-sel inducer -0.6.
`CCOc1ccc(OCCCN(C)C)cc1` gave E-sel inducer -0.1.
For Cc1ccc(NC(=O)CCC(=O)OCC(=O)c2ccc(Oc3ccc([N+](=O)[O-])cc3)cc2)cc1C the results were E-sel inducer -2.5.
`N#Cc1cccc(-c2nnc(SCc3ccccc3C#N)o2)c1` gave E-sel inducer -0.7.
`COC(=O)CCC(NC(=O)OCc1ccccc1)C(=O)NC(CC(C)C)C(=O)OC` (centres undefined) gave E-sel inducer 0.4.
COC(=O)C1=C(N)Oc2cc(C)n(Cc3ccccc3)c(=O)c2C1c1ccccc1 (centres undefined) was read as E-sel inducer -1.7.
`Cc1cc(C)cc(OCC(=O)NC2=NCCS2)c1` gave E-sel inducer -0.8.
`O=C(COc1ccccc1)Nc1ccccc1C(=O)NCc1ccco1` gave E-sel inducer 0.1.
Screening CCOC(=O)CNC(=O)Nc1cccc(Cl)c1C returned E-sel inducer -2.1.

Gathered by group: the entries above containing fluorine
Screening CCc1nc2ccccc2n1CC(=O)N1CCN(S(=O)(=O)c2cccc(C(F)(F)F)c2)CC1 returned E-sel inducer -2.3.
CCOC(=O)c1cc(-c2ccccc2)sc1NC(=O)CN1C(=O)NC(CC)(c2ccc(F)cc2)C1=O (centres undefined) was read as E-sel inducer 2.9.
`COc1cc2c(cc1OC)C(C(=O)N1CCCC1)C(c1ccccc1F)N(C)C2=O` (centres undefined) gave E-sel inducer -0.2.

Arranged by formula weight (ascending): part of the list above.
`Cc1cc(C)cc(OCC(=O)NC2=NCCS2)c1` gave E-sel inducer -0.8.
Screening CCOC(=O)CNC(=O)Nc1cccc(Cl)c1C returned E-sel inducer -2.1.
For CCc1nc(N)c(C#N)c(-c2ccc(O)c(OC)c2)c1C the results were E-sel inducer 0.2.
For COc1cccc(C(=O)Nc2cccc(C(=O)N3CCOCC3)c2)c1 the results were E-sel inducer 0.3.

Later entries
For COC(=O)C1Cc2c([nH]c3ccccc23)C(C)N1 (centres undefined) the results were E-sel inducer 1.2.
`FC(F)(F)c1nnc2c(Sc3ccccc3)nc3ccccc3n12` gave E-sel inducer -1.9.
`COC(CNC(=O)Cn1ncc2ccsc2c1=O)OC` gave E-sel inducer 0.3.
CCC(C)(C)NC(=O)C(c1ccco1)N(C(=O)CNC(=O)c1cccs1)c1cccnc1 (centres undefined) was read as E-sel inducer -0.6.
Screening Cc1ccc(CC2SC(=O)NC2=O)cc1Cl (centres undefined) returned E-sel inducer -0.5.
`N#CCSc1nc2scc(-c3cccs3)c2c(=O)n1CCc1ccccc1` gave E-sel inducer -0.5.
Screening COc1ccc(N2C(=O)C(Cl)=C(N3CCCC3)C2=O)cc1 returned E-sel inducer 0.4.
FC(F)(F)c1nnc2sc(-c3ccccn3)nn12 was read as E-sel inducer 5.3.
For O=S(=O)(c1cccc2ccccc12)n1nnc2ccccc21 the results were E-sel inducer 0.0.
For CC(C)Nc1nc(-c2ccccc2)nc(-n2ccnc2)n1 the results were E-sel inducer -0.7.
Screening COc1cc2c(cc1OC)C(C(=O)N1CCOCC1)C(c1cccs1)N(C)C2=O (centres undefined) returned E-sel inducer -0.3.
`CCN(Cc1cc2ccccc2[nH]c1=O)S(=O)(=O)c1ccccc1` gave E-sel inducer -0.8.
For Cc1cc(OCc2nnc(SCC(=O)OC3CCCCC3)o2)ccc1Cl the results were E-sel inducer -1.0.
For CC(=O)NC1CC2CCCC(C1)N2C(=O)Nc1ccc(Cl)c(C(F)(F)F)c1 (centres undefined) the results were E-sel inducer 0.3.
Screening COc1ccccc1CNC(=O)CCC(=O)Nc1nnc(C(C)C)s1 returned E-sel inducer -1.6.
`CCn1ncc(C2=NOC(C(=O)NCC(C)C)C2)c1C` (centres undefined) gave E-sel inducer 0.8.
`Cc1nccn1CC(=O)O` gave E-sel inducer 0.2.
CCOC(=O)CCc1c(C)c2ccc(OCc3nn[nH]n3)c(C)c2oc1=O was read as E-sel inducer -0.3.

High-throughput results as filed in PubChem.
